# E-sel inducer: induces E-selectin expression in human endothelial cells; P16581; 260,000 tested, 0.37% active; HUVEC E-selectin immunofluorescence imaging; normalized: neutral wells 0, TNF-alpha wells 100; activation, % at 7.58 µM; AID 686992;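 active = mean E-selectin-positive cell signal at least 10% of the positive control, reached in at least 60% of replicates, without over 20% cell loss; inconclusive = no rule given, readout overlaps actives, possibly toxicity-flagged; inactive = the rest, including those meeting only one limit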;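 note: in these data hits start at about 27%; measured in HUVEC primary endothelial cells; signal is the percent of cells scored E-selectin positive by PE staining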
#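 Read-out basis: % PE-positive cells; Test system: HUVEC primary endothelial cells; Technique: immunofluorescence imaging; Dosing: single-point compound dose.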
# RAD52 inh: blocks human RAD52 DNA annealing; recombinant RAD52 DNA annealing, FRET fluorescence; inhibition, % at 18.7 µM; 360,000 tested, 0.46% active;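 active = every replicate showing at least 50% inhibition; inconclusive = mean inhibition at least 50% but not in every replicate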
# XiGFP reactiv: reactivates the inactive X chromosome in mouse fibroblasts | 360,000 tested, 0.055% active | activation, % at 7.58 µM | XiGFP mouse fibroblasts, % GFP-positive cells imaging, 3 d; cells co-treated with 5-aza-dC sensitizer; scaled so ellipticine positive control = 100% | AID 743238;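 active = mean normalized replicate activation at least 10% and every replicate at or above 10%; inconclusive = only one of the two criteria met; inactive = mean below 10% and not all replicates reach 10%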;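 note: 0% = median of on-plate neutral control wells and 100% = ellipticine 6 µM median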
#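 System: 68-5-11 XiGFP fibroblast line | Buffer or medium: DMEM containing 5-aza-dC | Compound: Single point | Times: Compounds 3 days, fix/stain 15 min at room temperature | Benchmarks: Positive control ellipticine, 6 µM final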
# RAD54 inh: blocks human RAD54 Holliday junction branch migration | Q92698 | FAM/BHQ fluorescence | inhibition, % at 10.4 µM | 360,000 tested, 0.14% active | AID 602329;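 active = mean normalized replicate activity at least 40 and at least half of replicates scoring 40 or more; inconclusive = only one of the two criteria met; inactive = mean below 40 and under half of replicates reaching 40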;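 note: 0% = median of neutral control wells and 100% = median of positive control wells; inhibitors cause a drop in the FAM fluorescence signal; in these data hits start at about 50%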
# Target sequence (Q92698 whole entry, looked up): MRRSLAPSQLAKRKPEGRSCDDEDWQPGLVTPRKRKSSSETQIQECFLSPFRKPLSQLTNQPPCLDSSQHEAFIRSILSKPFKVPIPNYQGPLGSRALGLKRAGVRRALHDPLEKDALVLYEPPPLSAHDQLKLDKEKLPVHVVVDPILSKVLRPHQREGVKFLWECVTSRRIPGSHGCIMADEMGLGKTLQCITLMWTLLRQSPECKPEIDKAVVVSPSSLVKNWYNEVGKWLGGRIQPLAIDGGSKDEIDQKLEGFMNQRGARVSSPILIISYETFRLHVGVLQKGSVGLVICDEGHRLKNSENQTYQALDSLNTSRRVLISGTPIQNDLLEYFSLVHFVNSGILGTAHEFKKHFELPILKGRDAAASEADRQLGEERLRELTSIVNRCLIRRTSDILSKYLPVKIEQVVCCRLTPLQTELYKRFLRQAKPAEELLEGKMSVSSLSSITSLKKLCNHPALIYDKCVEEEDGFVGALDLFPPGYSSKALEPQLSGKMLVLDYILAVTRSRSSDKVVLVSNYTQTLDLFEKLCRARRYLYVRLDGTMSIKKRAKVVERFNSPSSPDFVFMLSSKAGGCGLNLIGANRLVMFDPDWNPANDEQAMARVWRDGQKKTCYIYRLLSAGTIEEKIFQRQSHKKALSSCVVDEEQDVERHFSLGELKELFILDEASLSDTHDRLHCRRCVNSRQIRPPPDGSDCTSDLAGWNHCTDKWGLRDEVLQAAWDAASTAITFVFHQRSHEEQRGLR
# esBAF inh: inhibitors of esBAF chromatin remodeling in mouse ES cells; reporter increase, % at 12.5 µM; 350,000 tested, 2% active; Bmi1-luciferase knock-in reporter, 24 h; 100% = twice the neutral-well signal; in the data active = activation above about 40%; inconclusive = no clear call, values can overlap the other calls;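 note: 0% = median of the plate's neutral control wells and 100% = double that signal; a rise in the Bmi1 reporter signal indicates esBAF inhibition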
# S100A4 MyoIIA: inhibitors of human S100A4 binding to myosin IIA peptide; P26447; 360,000 tested, 0.14% active; S100A4/TAMRA-MyoIIA peptide fluorescence polarization; inhibition, % at 10.7 µM;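 active = mean inhibition of at least 70% across replicates, with every replicate also reaching that level; inconclusive = mean inhibition reaches 70% but some replicates fall short; inactive = mean inhibition below 70%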
# Target sequence (P26447 whole entry, looked up): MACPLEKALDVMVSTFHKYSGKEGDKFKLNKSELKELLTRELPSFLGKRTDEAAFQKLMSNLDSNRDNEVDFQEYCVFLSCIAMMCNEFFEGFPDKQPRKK
#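 assay system = human S100A4 monomer with TAMRA-labelled myosin IIA peptide | also added = labelled myosin peptide probe, 5 nM | incubation = 5 min between mix addition and reading | control set = DMSO and TFP controls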
# FN deposition inh: fibronectin deposition inhibition. 350,000 tested, 0.086% active. AH1F fibroblasts, Alexa488-fibronectin deposition fluorescence, overnight. AID 743247. inhibition, % at 12.6 µM;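 active = mean inhibition across replicates of 30% or more, regardless of how many single replicates reach that level; inconclusive = mean under 30% yet at least half of replicates reach 30%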;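 note: positive control wells lacked labelled fibronectin entirely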
#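 Material: AH1F fibroblast monolayer depositing Alexa488-labelled fibronectin into matrix / Amount: 10000 AH1F cells per well / Signal: fluorescence 485/525 nm / Medium: DMEM, 2% serum / Compound: single dose, pinned / Incubation: 1 h cell adhesion before compound, then overnight fibronectin incubation / Reagent: Alexa488-FN, 24 nM final / Read-out: inhibition of fibronectin deposition signal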
# EWS-Fli inh: inhibitors of EWS/Fli oncoprotein transcriptional activity | inhibition, % at 12.6 µM | AID 651661 | 350,000 tested, 0.67% active | A673 NR0B1-luciferase reporter, viability-normalised;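 active = mean inhibition of at least 50% after viability correction, with every replicate also passing that limit; inconclusive = mean reaches 50% but only one of two replicates passes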;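 note: firefly luciferase signal divided by Alamar Blue viability fluorescence both relative to DMSO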
# Numbers without * were called inactive; ? = inconclusive; nt = not tested or not shown; & = joins results of further samples.
SMILES,E-sel inducer,RAD52 inh,XiGFP reactiv,RAD54 inh,esBAF inh,S100A4 MyoIIA,FN deposition inh,EWS-Fli inh
O=C(NCCCO)/C(=C/c1ccc(-c2cccc([N+](=O)[O-])c2)o1)NC(=O)c1ccccc1,-0.9,-15,0.5,-4,4,-6,9,-6
O=C(C1CCN(Cc2ccccc2O)CC1)N1CCN(Cc2ccc3c(c2)OCO3)CC1,-1.4,-23,0.0,-6,nt,5,2,8
Cn1c(=S)c2[nH]c(SCCN3CCCC3)nc2n(C)c1=O,0.0,-11,0.0,-10,0,-8,0,15
S=C1NCN(Cc2ccccc2)CN1C1CCCCC1,nt,-5,0.1,nt,nt,-1,-23,4
CCOc1ccc(CC(=NCCc2ccccc2)C2=C(O)CC(C)(C)CC2=O)cc1OCC,12,nt,1.1,6,nt,nt,5,nt
C[C@@H]1CCCCO[C@@H](CN(C)Cc2ccncc2)[C@@H](C)CN([C@@H](C)CO)C(=O)c2cc(NS(=O)(=O)c3ccccc3)ccc2O1,nt,23,0.0,-6,1,3,-5,-3
CCOC(=O)/C(C#N)=C\c1cc(OC)c(OC)cc1[N+](=O)[O-],nt,-28,0.0,nt,-2,-8,4,-86
O=C(Nc1ccc(Cl)c(Cl)c1)c1cccnc1,nt,-18,0.0,-10,28,-7,3,-64
COCCN(C[C@@H]1N[C@@H](CO)[C@H]1c1ccc(-c2cccc(F)c2)cc1)C(C)=O,1.1,-3,0.0,2,2,-12,-1,2
COc1cc(/C=N/NC(=O)c2ccc(NC(=O)C3CCCCC3)cc2)ccc1O,nt,-9,-0.3,-2,-3,0,1,-17
CS(=O)(=O)Nc1ccc2c(c1)[C@H]1C[C@@H](CC(=O)NCC3CC3)O[C@H](CO)[C@H]1O2,0.3,13,0.1,-29,2,?,nt,-5
O=C(CCCSc1ccccc1)Nc1cccc(CO)c1,nt,-9,-0.1,3,4,-6,6,nt
CC(=O)c1ccc(N=C2C(=O)Nc3ccccc32)cc1,nt,-16,-0.1,3,3,-9,-1,54*
O=C(C1=C(O)C(=O)N(CC2CCCO2)C1c1ccc(Cl)cc1Cl)c1ccco1 (configuration not stated),-0.1,-10,-0.1,-2,-6,-5,-6,5
O=C(c1cccc(S(=O)(=O)N2CCN(c3ccccc3)CC2)c1)N1CC=C(c2ccccc2)CC1,-0.6,7,0.0,-2,2,-2,nt,nt
CO[C@H]1CN(C)C(=O)c2ccc(NC(=O)C3CCCC3)cc2OC[C@H](C)N(C(C)=O)C[C@@H]1C,-0.1,7,0.1,5,5,2,-3,-7
CN(C)C(=O)c1ccc(-c2ccccc2[C@@H]2[C@@H](CO)N(C(=O)C3CCCC3)[C@H]2C#N)cc1,0.0,58*,0.1,nt,nt,7,-2,-6
Cc1ccc(S(=O)(=O)N2CCCC(C(=O)NC3CCCC3)C2)cc1 (configuration not stated),-0.1,-7,0.3,-13,-4,-4,-1,4
CCCC(=O)O[C@]1(C(=O)CO)CC[C@H]2[C@@H]3CCC4=CC(=O)CC[C@]4(C)[C@H]3[C@@H](O)C[C@@]21C,-2.3,-8,0.4,1,0,36&-9,-10&0,0
O=C1c2ccccc2C(=O)N1/N=C/c1ccc(Oc2ccc([N+](=O)[O-])cn2)cc1,7.0,-13,-0.1,8,0,-7,-4,-1
CCOc1cc(C(=O)Nc2ccc(S(=O)(=O)NC3=NCCCCC3)cc2)cc(OCC)c1OCC,9.1,-12,-0.1,nt,nt,5,1,4
Cc1cccc(C(=O)N2CCC(=O)N(C(COCc3ccc(Cl)cc3)Cc3ccccc3)CC2)c1 (configuration not stated),0.0,-11,-0.2,2,-6,-4,0,15
O=C(COC(=O)c1cc(=O)c2ccccc2o1)NCC1CCCCC1,-0.9,10,0.0,2,-1,-3,4,-9
COc1ccc(OC)c(C2NC(=O)NC(C)=C2C(=O)OCc2ccccc2)c1 (configuration not stated),nt,-10,0.0,4,5,7,-4,13
CCN1CCN(c2ccc(S(=O)(=O)N3CCOCC3)cc2NC(=O)/C=C/c2ccc([N+](=O)[O-])cc2)CC1,-2.3,-6,-0.1,-7,nt,-2,3,51
COc1ccccc1NC(=O)CNC(c1ccccc1)c1ccccc1,-7.9,3,0.3,-2,2,4,4,3
C[C@H](NC(=O)C[C@H]1CC[C@H]2[C@H](COc3ccc(NC(=O)C4CCOCC4)cc3C(=O)N2C)O1)c1ccccc1,0.3,-10,0.0,2,3,2,-8,-7
CC(C)Oc1ccc(CCN=C(N)N=C(N)N)cc1Cl,2.6,6,0.0,nt,nt,10,-1,0
COc1ccccc1CN1C[C@@H]2C[C@@H](c3cccc(C)n3)N3CCC[C@@]23C1=O,nt,-6,0.1,nt,nt,-17,7,-1
Cc1cccc(COC[C@H](CC(C)C)N2CCN(C(=O)c3ccc(C(F)(F)F)cc3)CCC2=O)c1,0.3,-4,-0.1,nt,nt,-1,4,-3
COc1ccc(OCC(=O)NCc2n[nH]c(=O)c3ccccc23)cc1,-0.4,-20,0.1,-9,2,-4,nt,6
CCOC(=O)CCn1cc(F)c(=O)[nH]c1=O,nt,-7,0.3,nt,nt,-5,nt,-1
O=[N+]([O-])c1cccc2c(N3CCCC3)ccnc12,6.5,0,-0.1,18,-2,-5,14,47
N#Cc1ccc(CO/N=C/c2ccccc2)cc1,-0.2,-9,0.1,nt,6,-4,-10,-13
COC(=O)C[C@@H]1CC[C@@H](NC(=O)Nc2ccc(C(F)(F)F)cc2)[C@H](CO)O1,-0.2,-3,0.1,-1,-3,4,3,-32
COc1ccc(NC(=O)N2CC[C@@H]3[C@@H](CO)N(C)c4ccc(-c5ccc(F)cc5)cc4[C@@H]32)cc1,-0.5,36,0.1,7,-4,10,-12,-1
CC1(C(=O)Nc2ccc3c(c2)OCO3)Cc2c(-c3cccc(C(N)=O)c3)ccnc2O1 (configuration not stated),2.1,-7,0.7,-11,0,-2,nt,59*
CCN(CC(=O)Nc1ccc(OC)cc1)C(=O)c1cc(S(=O)(=O)N(C)C)ccc1N1CCCC1,0.4,-7,-0.1,nt,nt,-5,0,0
Cc1cc(C)cc(NC(=O)COc2coc(CN3CCN(c4ccccc4)CC3)cc2=O)c1,nt,-2,0.0,-2,1,-1,2,12
COc1ccc(-c2cn(CC[C@@H]3CC[C@@H](N)[C@H](CO)O3)nn2)cc1,0.2,-4,-0.1,-11,30,10,-35,-212
CCCC1NC(=O)NC(C)=C1C(=O)OCC (configuration not stated),nt,-8,nt,-3,3,-3,7,nt
CC(=O)N1[C@H](CNC(=O)C2CC2)[C@H](c2ccc(-c3cccc(F)c3)cc2)[C@@H]1CO,0.0,-66,0.0,5,1,3,11,-1
Cc1ccc(N(C(=O)CNC(=O)c2ccco2)C(C(=O)NC2CCCC2)c2ccncc2)c(C)c1 (configuration not stated),-0.1,4,0.0,2,-8,3,-5,3
COc1ccc(/C=N/NC(=O)CN(C)S(=O)(=O)c2ccc(NC(C)=O)cc2)cc1,2.4,-3,0.0,nt,nt,-6,-7,-1
NC(Cc1ccc(F)cc1)c1csc(Nc2cc(NCc3ccco3)ncn2)n1 (configuration not stated),1.2,-44,0.2,-10,-53,-19,nt,-1
CC(=O)Nc1ccc2c(c1)C(=O)N(C)[C@H]1CC[C@H](CC(=O)NC3CCCCC3)O[C@H]1CO2,0.2,nt,0.3,-27,-1,nt,-14,4
CCCC(=O)Nc1ccc2c(c1)OC[C@@H](C)N(Cc1cc(F)ccc1F)C[C@@H](C)[C@H](OC)CN(C)C2=O,-0.3,nt,-0.7,-8,6,1,-10,6
CN1C(=O)C(c2nnc(Nc3cccc4ccccc34)s2)C2CC1(C)Oc1ccccc12 (configuration not stated),nt,-12,0.0,nt,nt,2,4,-5
Cc1noc(C)c1S(=O)(=O)Nc1ccc2c(c1)C(=O)N([C@@H](C)CO)C[C@@H](C)[C@@H](CN(C)Cc1ccc(C(F)(F)F)cc1)OCCCC[C@@H](C)O2,0.0,20,0.0,-6,4,5,nt,nt
COc1ccc(CN(C)C[C@@H]2OCCCC[C@H](C)Oc3ccc(NC(=O)Nc4ccc5c(c4)OCO5)cc3C(=O)N([C@@H](C)CO)C[C@@H]2C)cc1,0.3,34,0.4,9,-1,3,5,-59

# (next part)
SMILES,E-sel inducer,RAD52 inh,XiGFP reactiv,RAD54 inh,esBAF inh,S100A4 MyoIIA,FN deposition inh,EWS-Fli inh
C[C@@H]1CN([C@H](C)CO)C(=O)Cc2cc(NC(=O)Nc3cccc4ccccc34)ccc2O[C@@H]1CN(C)Cc1ccc(C(=O)O)cc1,0.0,1,-0.6,1,-5,-3,9,-6
S=C(N/N=C/c1ccco1)NC1CC2CCC1C2 (configuration not stated),-0.2,-23,0.0,-1,40,5,-1,-27
O=C(C1CCCC1)N1CCCCN2[C@H](C1)[C@H](c1ccc(-c3ccncc3)cc1)[C@@H]2CO,nt,6,nt,0,nt,-2,nt,-1
CCOC(=O)Cn1c(=O)oc2cc(S(=O)(=O)NCCc3ccc(C)cc3)ccc21,0.2,-5,-0.1,-12,1,7,-2,4
CN1C(=O)c2cc(NC(=O)c3cnccn3)ccc2OC[C@@H]2O[C@H](CC(=O)N[C@H]3CCN(Cc4ccccc4)C3)CC[C@H]21,-0.1,-1,0.1,0,-8,-6,-6,1
COC(=O)[C@@]1(Cc2ccc(F)cc2)[C@H]2c3cc(C(=O)N4CCCC4)n(Cc4ccc(S(C)(=O)=O)cc4)c3C[C@H]2CN1C(=O)c1ccccc1,0.0,-40,0.0,nt,nt,-3,-2,13
CC(=O)N1[C@H](C(=O)NC2CCCCC2)[C@@H](CO)[C@@H]2Cn3c(cccc3=O)[C@@H]21,-0.2,-10,0.2,-10,2,-22,nt,-7
CCc1nnc(NC(=O)c2ccc(S(=O)(=O)N(CC)CC)cc2)s1,0.0,-7,0.1,1,4,-3,-6,-64
CCCCn1c(N)c(N(CC(C)C)C(=O)CSc2ccccc2C)c(=O)[nH]c1=O,nt,-5,0.0,nt,nt,-4,7,2
O=C(C[C@@H]1CC[C@H](NC(=O)Nc2ccc(C(F)(F)F)cc2)[C@@H](CO)O1)NCc1cccc(F)c1,-0.1,24,0.5,0,10,15,-18,-7
CCOc1ccccc1NC(=O)C(OC(=O)c1ccccc1)c1ccccc1 (configuration not stated),-1.7,-20,0.0,4,-3,0,5,-4

# In the list so far, these have a cyano group:
SMILES,E-sel inducer,RAD52 inh,XiGFP reactiv,RAD54 inh,esBAF inh,S100A4 MyoIIA,FN deposition inh,EWS-Fli inh
CCOC(=O)/C(C#N)=C\c1cc(OC)c(OC)cc1[N+](=O)[O-],nt,-28,0.0,nt,-2,-8,4,-86
CN(C)C(=O)c1ccc(-c2ccccc2[C@@H]2[C@@H](CO)N(C(=O)C3CCCC3)[C@H]2C#N)cc1,0.0,58*,0.1,nt,nt,7,-2,-6
N#Cc1ccc(CO/N=C/c2ccccc2)cc1,-0.2,-9,0.1,nt,6,-4,-10,-13

# Compound activity as filed in PubChem.

# Compounds as they come (roughly 3% active in at least one column).
